Hsp70 displacement = Hsp70 inhibitors, probe displacement, primary screen, biochemical, fluorescence polarization (AID 583); 0.06% of 140,000 active; displacement, % at 20 µM, or IC50 in µM where a hit was titrated; Hsp70 fluorescence polarization probe displacement, mP; higher % means a stronger effect; in the data active means displacement above about 50%;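 further: plate controls were vehicle for no effect and reference ligand for full effect; a part of the inactive calls stands beside numbers as strong as those of hits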
Rat MKP-3 inhibitors = MKP-3 phosphatase inhibitors, primary screen, biochemical, rat enzyme, in vitro (AID 425) | one-dose inhibition, % at 20 µM; IC50 in µM for titrated hits | 0.17% of 110,000 active | Dual specificity protein phosphatase 6 (Rattus norvegicus) | recombinant MKP-3 phosphatase activity, fluorescence; higher % means a stronger effect; in the data active means inhibition above about 50%;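 further: plate controls were vehicle for no effect and reference inhibitor for full effect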
* = called active by the depositor; x = not tested or not shown; & = joins results of further samples. The list is partial. The share of hits here may be higher or lower than overall.

Hsp70 displacement | Rat MKP-3 inhibitors | canonical_smiles
5.0% | -3% | C=CCn1c(N)c(C(=O)N2CCN(C)CC2)sc1=S
-0.5% | x | N/N=c1\sc2ccccc2n1-c1ccccc1
-3.2% | 0% | CCN1C(=O)/C(=C\c2ccc(C)cc2)SC1=S
-0.6% | 0% | Cc1cccc(/C=N\NC(=O)c2ccccc2Cl)c1O
x | -9% | Cc1sc2c(c1C)c(=O)n(-c1ccccc1)c1nncn21
1.2% | -2% | COc1cc(C(=S)N2CCOCC2)cc(OC)c1OC(=O)CCc1ccccc1
-3.3% | -3% | COc1ccc(C)cc1N(CC(=O)O)S(C)(=O)=O
-1.6% | -1% | COc1ccc(Cl)cc1C(=O)N1CCN=C1SC
0.7% | -5% | Cc1ccc(-c2noc(-c3ccc(C)cc3)n2)cc1
8.0% | 0% | O=S(=O)(Cc1ccccc1)N1CCC(N2CCN(c3ccccc3)CC2)CC1
-1.5% | -7% | O=C(NCCCN1CCOCC1)c1cc(-c2ccc(O)cc2)on1
-1.6% | -25% | CC(C)C(=O)N1CCN(c2ccccc2NC(=O)Cc2ccc(Cl)cc2)CC1
-5.0% | 5% | COc1ccc(OCC(=O)Nc2ccc3c(c2)nc(CCN2CCOCC2)n3C)cc1
0.5% | -2% | COc1ccc(C(NC(=O)c2ccccc2)c2c(O)ccc3ccccc23)cc1 (stereo not given)
2.7% | -5% | COc1ccc(-c2noc(CSc3nnc(CCc4ccccc4)n3-c3ccccc3)n2)cc1OC
0.1% | -7% | CCCC(C)NS(=O)(=O)c1c(C)cc(C)cc1C (stereo not given)
3.6% | 2% | COc1ccc(C(=O)N2CCCC(c3nc(-c4ccc(OC)c(OC)c4)no3)C2)c(OC)c1 (stereo not given)
0.4%&-1.9% | -11%&-2% | Cc1ccc2ccc(S(=O)(=O)n3nc(C)cc3C)cc2c1
0.5% | 1% | CC(C)CCNC(=O)NC(=O)CSc1nnc2ccccn12
1.3% | -5% | CCN=C1SCC(=O)N1c1ccc(OC)cc1
-1.3% | x | COc1ccc(-c2nc3ccccc3n2Cc2ccccc2)cc1
-3.7% | 8% | N#C/C(=C(/O)CO/N=C/c1ccccc1Cl)c1nc2ccccc2[nH]1
-3.4% | -3% | Cc1ccc(C(C(=O)NC(C)(C)C)N(C(=O)c2csnn2)c2cccc(F)c2)o1 (stereo not given)
6.2% | 3% | COCCN1C(=O)/C(=C2/C(=O)N(C)c3ccccc32)SC1=S
-1.7% | 0% | C#CCOC(=O)c1ccccc1C(=O)N(CC)CC
-0.3% | 4% | O=C1Nc2ccccc2C(O)(C(=O)NCc2ccco2)N1c1ccc(Cl)cc1 (stereo not given)
-2.4% | -11% | CC(C)(C)S(=O)(=O)c1c(C(=O)O)cccc1C(=O)O
-2.8% | 4% | COc1ccc(OC)c(S(=O)(=O)N2CCC(C(=O)NCC3CCCO3)CC2)c1 (stereo not given)
-0.5% | -3% | Cc1ccccc1C(=O)NNC(=O)c1cccc2ccccc12
3.8% | -1% | CCOC(=O)c1nc2nc(C)c(Cl)c(=O)n2[nH]1
1.5%&1.2% | 2% | CCCCS(=O)CC(O)COCC (stereo not given)
2.9% | 2% | Cc1ccc(/C(O)=C2\C(=O)C(=O)N(c3ccc(O)cc3)C2c2ccc(C)cc2)cc1 (stereo not given)
-5.0% | 2% | O=C(CCNS(=O)(=O)c1ccccc1[N+](=O)[O-])Nc1ccc(I)cc1
1.0% | 3% | COc1cc(/C=C2/SC(=S)N(CC(=O)NCCCN3CCOCC3)C2=O)cc(OC)c1OC
-1.4% | -11% | O=S(=O)(NCC1CCCO1)c1cc(Cl)ccc1Br (stereo not given)
-1.3% | -10% | CC(=O)c1c(C)nc2cc(Cl)ccc2c1N
-0.1% | -8% | COc1cccc(OCCCN2CCCCC2)c1
2.9% | 0% | CC(c1ccccc1)n1c(-c2ccncc2)n[nH]c1=S (stereo not given)
0.4% | -5% | CC1CCN(C(=O)c2cc(-c3ccc(Cl)c(Cl)c3)on2)CC1
2.2% | -7% | CCc1nc(SCC(=O)NCC2CCCO2)c2oc3ccccc3c2n1 (stereo not given)
-4.5% | 7% | O=C(c1ccc2c(c1)N(Cc1ccccc1)C(=O)CS2)N1CCOCC1
-3.2% | -2% | O=c1c2ccccc2c(C=NC2CCS(=O)(=O)C2)c(O)n1-c1ccccc1 (stereo not given)
-0.7% | -1% | COc1ccc(CNc2ccc3c(c2)ncn3-c2ccc(OC)cc2)cc1
1.7% | 3% | NC(=O)c1ccc(CN2CCN(Cc3ccccc3)CC2)cc1
0.5% | 1% | Cc1cc(C)cc(NC(=O)C2CCCCC2)c1
-1.3% | -13% | CN1C(=O)NC(NC(=O)c2ccco2)(C(F)(F)F)C1=O (stereo not given)
-3.9% | 6% | Cc1cc(Cl)ccc1OCC(=O)Nc1cccc(-c2nc3ncccc3o2)c1
1.0% | 0% | CCN(CC)c1ccc(NC(=O)c2ccccc2F)cc1
-5.7% | 0% | O=C(O)/C(=C/c1ccccc1)c1c(F)c(F)c(F)c(F)c1F
66% | -2% | Cc1ccccc1NC(=O)c1cc2ccccc2c(/C=N/n2cnnc2)c1O
-3.7% | 6% | CC1=C(C)CC2C(=O)C3=C(C(=O)C2C1)C1c2ccccc2C3c2ccccc21 (stereo not given)
2.0% | -4% | Cc1ccc(F)cc1NC(=O)C1CCCN(c2ncccn2)C1 (stereo not given)
2.4% | 1% | O=C(O)c1cccc2c(=O)oc3ccccc3c12
2.9% | -7% | Cc1c(C(=O)N2CCN(C(=O)c3ccco3)CC2)sc2nc(-c3ccc(F)cc3)cn12
-4.7% | 2% | CC1=NN(c2cccc(F)c2)C(=O)/C1=C/c1cccs1
3.9% | 0% | Cc1ccc(OCCn2cc(/C(N)=N/O)c3ccccc32)cc1C
1.0%&-3.7% | -14%&0% | COC(=O)C(NC(=O)c1ccccc1)c1ccccc1 (stereo not given)
0.3% | 5% | Oc1ccc(-c2nc(-c3ccccc3)c(-c3cccs3)[nH]2)cc1O
2.0% | -3% | Cc1ccc(Nc2nc3ccc(C)cn3c(=O)c2/C=N/O)cc1
-1.7% | -6% | Cc1ccc(C)c(Nc2ncnc3nc[nH]c23)c1

Further records.
Hsp70 displacement | Rat MKP-3 inhibitors | canonical_smiles
-0.4% | 6% | CC1=C(C(=O)OC(C)C)C(c2ccc(OCC(N)=O)cc2)NC(=O)N1 (stereo not given)
-1.3% | 6% | Cc1nc2ccc(C(=O)N3CCN(c4ccccn4)CC3)cc2s1
-2.3% | 3% | CCNC(=O)CC1S/C(=N\N=C(/C)c2ccccc2)NC1=O (stereo not given)
3.2% | -15% | O=C(CSCCO)N1CCc2ccccc21
5.9% | -3% | CC(=O)c1cccc(NC(=O)c2cc3nc(C)cc(C)n3n2)c1
1.7% | 3% | Cc1ccccc1Nc1nc(N)nc(CSc2nc3ccccc3c(=O)n2CCCO)n1
-1.5% | 5% | COC(=O)COc1cc(Br)c(/C=C2\C(=O)NC(=O)N(c3cc(C)cc(C)c3)C2=O)cc1OC
1.0% | -4% | O=C(NC1CCC(NC(=O)C2CCCO2)CC1)C1CCCO1 (stereo not given)
2.9% | -10% | Cc1cc(=O)oc(C)c1C(=O)NCCC1=CCCCC1
1.6% | 3% | O=c1oc2ccc(O)c(-c3ccccc3Cl)c2s1
-1.1% | 6% | O=S(=O)(NCCOCC(F)(F)F)c1ccc2oc3ccccc3c2c1
-0.9% | -2% | c1ccc(-n2nnnc2Oc2ccc(-c3nnco3)cc2)cc1
x | 1% | O=C1N(CC(=O)N2CCc3ccccc32)CCN1Cc1ccccc1Cl
-7.2% | x | O=[N+]([O-])c1ccc(/C=N/Nc2nc(N3CCCCCC3)nc(N3CCCCCC3)n2)o1
5.2% | 2% | CCc1nn(C(C)C(=O)NC(C)CCc2ccco2)c(=O)c2cc3occc3n12 (stereo not given)
-4.1% | -3% | COc1ccc(N2CSC3=C(C#N)C(c4cccc(OC)c4OC)CC(=O)N3C2)cc1 (stereo not given)
6.5% | 5% | CCOc1ccc2nc(NS(=O)(=O)c3ccc(NC(C)=O)cc3)sc2c1
2.0% | 1% | COc1ccc(S(=O)(=O)Nc2ccccn2)c(C)c1C
2.3% | -3% | CCn1c(SCC(=O)N2CCCC2)nc2ccccc2c1=O
2.7% | x | CCCCn1c(SCC(=O)c2ccccc2)nc2c1c(=O)[nH]c(=O)n2C
-2.5% | 1% | COc1ccc(-c2csc(N(CCCN3CCOCC3)C(=O)c3ccco3)n2)cc1
-7.0% | -2% | CCN(CC)c1ccc(NC(=O)/C=C/c2ccc(OC)c(Br)c2)cc1
-2.4% | x | Cc1ccccc1Cn1cnc2c(cnn2C(C)(C)C)c1=O
6.4% | 0% | CN1CCN(C(=O)c2ccc(C(C)(C)C)cc2)CC1
1.4% | 8% | C=CCn1c(CCCN2C(=O)c3cccc4cccc(c34)C2=O)nnc1SC/C=C/c1ccccc1
-1.7% | 0% | CC(=O)Nc1cc2ccc(OC(C)=O)cc2oc1=O
7.1% | 0% | Cc1ccc(-c2csc(N)n2)c(C)c1
7.9% | 8% | Cc1ccc(CSc2nc3c(c(=O)[nH]2)C(c2ccncc2)C2=C(CCCC2=O)N3)cc1 (stereo not given)
1.6% | -1% | Cc1c(C(=O)Nc2ccccc2-c2ccccc2)cccc1[N+](=O)[O-]
1.2% | -11% | COCC(C)NC(=O)COc1ccc(Cl)cc1Cl (stereo not given)
1.6% | 2% | CC(=O)c1nn(-c2cccc(Cl)c2)cc1C(=O)c1ccco1
1.4% | 6% | Cc1cc(N2CCN(C3CCCCC3)CC2)n2nc(C)nc2n1
1.1% | x | CCC(C(=O)NC1CCCC1)N(C(=O)Cn1nnc(-c2ccc(C)cc2)n1)C1CCCC1 (stereo not given)
-0.5% | -3% | O=S(=O)(O)c1cc(OS(=O)(=O)c2ccccc2)cc2ccccc12
-1.0% | -1% | O=[N+]([O-])c1ccc(C2SCCN2S(=O)(=O)c2ccc3ccccc3c2)cc1 (stereo not given)
2.8% | x | C/C(=N/NC(=O)c1cccc(C)c1)c1c(O)cc(C)oc1=O
0.0% | 4% | COc1ccc(C2CC(c3ccc(F)cc3)=NN2c2ccccc2F)cc1OC (stereo not given)
5.1% | -7% | O=C(NCc1ccccc1)C1CCCN(S(=O)(=O)c2cccnc2)C1 (stereo not given)
6.3% | -4% | Cc1cc(-c2ccccc2)nc(N/N=C/c2ccc([N+](=O)[O-])cc2)n1
-4.9% | -3% | CCC(=O)Nc1cccc(Br)c1
1.2% | 3% | Oc1ccc(NC(=S)N=Nc2c(O)[nH]c3ccccc23)cc1
0.5%&1.3% | 0%&-4% | Cc1c(C#N)c2ncn(Cc3ccccc3)c(=O)c2n1-c1ccccc1
0.2% | 0% | CCN(CC)CCCOc1ccc(I)cc1
8.9% | -1% | COC(=O)c1ccc(NC(=O)CC2CCC2)cc1
-1.8% | 1% | CCn1c2ccccc2c2nnc(SCC(=O)Nc3nnc(C(C)C)s3)nc21
5.8% | 0% | COc1cccc(N2C(=O)C(=O)/C(=C(\O)c3ccccc3)C2c2ccc(OC)c(OC)c2)c1 (stereo not given)
-2.0% | x | CSc1ccccc1NC(=O)Nc1cccc(Cl)c1
-2.5% | -12% | CCCCOC(=O)CSCC(=O)Nc1cc(C)on1
1.5% | 2% | COCCNC(=O)C(=O)Nc1ccccc1F
2.7% | 2% | O=C1NCCN1C(=O)c1ccccc1F
-0.9% | -5% | CCOc1cccc(/C=C2\C(=O)NN(c3ccccc3)C2=O)c1O
-0.5% | -7% | CCCS(=O)(=O)N1CCC(C(=O)NCc2cccnc2)CC1
-0.5% | -2% | COc1ccc(-n2ncc3c(=O)n(CC(=O)N4CCCc5ccccc54)cnc32)cc1
1.2% | 5% | O=C(NCCC1=CCCCC1)c1cc2ccccc2oc1=O

Source: PubChem
